HUVEC tox IL1B = cytotoxicity in IL-1B stimulated HUVEC, primary screen, cytotoxicity control for IL-1B NFkB translocation project, imaging, Hoechst nuclear count, IL-1B stimulus. HUVEC cell count loss. cell count reduction, % at 2 µM. 94,000 tested, 0.41% active;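 active = cell count reduction more than 3 SD above the screen-wide mean, cut at about 70% in these data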;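 note: normalized per plate to untreated control cells as the no-loss baseline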
Lung fibro prol = antiproliferative effect on LL 47 fibroblasts – human, LL 47 cells, CellTiter-Glo luminescence, primary screen; LL 47 human lung fibroblast viability, ATP luminescence; hits give low values; viability, % at 10 µM; 85,000 tested, 1.1% active; AID 719, 2007;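 active = viability at or below 50% in the single dose screen; inactive = viability above 50%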;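 note: compound exposure lasted 72 h before the ATP readout; 100% = median luminescence of untreated cell-only wells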
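material = human LL 47 lung fibroblast cells | dosing = compounds added from tenfold dosing solution, 0.1% DMSO final | timing = overnight cell rest, 72 h compound treatment at 37 °C | measured by = CellTiter-Glo luminescence measuring cellular ATP | evaluation = % viability versus median cells-only luminescence | control set = cell-only wells, no compound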
Smad3 FoxH1 inh = Smad3/FoxH1 peptide binding inhibitors, primary screen, biochemical, TR-FRET. Mothers against decapentaplegic homolog 3 (Homo sapiens), P84022. TR-FRET Smad3/Dy647-FoxH1 peptide binding, europium anti-His. inhibition, % at 25 µM. 88,000 tested, 0.29% active;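 active = compounds that reduce the energy-transfer binding signal between the protein and its labelled peptide by more than half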;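 note: 0% = Smad3 plus labelled peptide maximal FRET and 100% = peptide-only background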
Target sequence (P84022 whole entry, looked up): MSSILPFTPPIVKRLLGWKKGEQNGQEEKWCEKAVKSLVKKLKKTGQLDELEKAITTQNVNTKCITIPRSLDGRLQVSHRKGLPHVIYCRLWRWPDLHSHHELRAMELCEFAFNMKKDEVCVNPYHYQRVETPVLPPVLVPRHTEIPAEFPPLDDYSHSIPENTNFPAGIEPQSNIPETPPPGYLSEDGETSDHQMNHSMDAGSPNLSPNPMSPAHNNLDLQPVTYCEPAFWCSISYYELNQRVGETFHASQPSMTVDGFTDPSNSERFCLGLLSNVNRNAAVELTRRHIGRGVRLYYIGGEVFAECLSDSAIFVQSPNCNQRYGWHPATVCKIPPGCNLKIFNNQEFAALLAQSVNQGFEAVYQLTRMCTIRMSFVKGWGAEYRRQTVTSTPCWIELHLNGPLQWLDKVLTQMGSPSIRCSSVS
F-actin modifier = modifiers of F-actin cytoskeleton organization, primary screen, imaging, HUVEC, phalloidin staining, high-content imaging; HUVEC TNFa F-actin phalloidin imaging; inhibition, % at 2 µM; 91,000 tested, 0.18% active;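 active = inhibition above the batch mean plus 3 SD and confirmed as a hit by visual image inspection, cut at about 30% in these data, passing the limit was not always enough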; note: strong numbers were not always called active
TNFa cytotox = cytotoxicity in TNFa-stimulated HUVEC, primary screen, cytotoxicity control for VCAM1 expression modulator project, imaging, Hoechst nuclei count; cell count reduction, % at 2 µM; 93,000 tested, 0.17% active; HUVEC TNFalpha-stimulated, Hoechst cell count;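 active = cell count reduction exceeding the screen mean by over 5 SD, scaled to untreated wells per plate, cut at about 78% in these data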;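 note: cells counted after 24 h of TNF alpha exposure following the 1 h pretreatment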
HUVEC prolif 384 = inhibitors of HUVEC proliferation, primary screen, cell-based, 384-well; CellTiter-Glo luminescence, 72 h; hits give low values; viability, % at 10 µM (by protocol); 86,000 tested, 1.1% active; AID 648, 2007;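 active = viability at or below 30%; inactive = viability above 30%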;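 note: 100% = median luminescence of DMSO-only cell control wells on each plate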
VCAM1 TNFa inh = inhibitors of TNFa-induced VCAM1 expression, primary screen, imaging, HUVEC, TNFa stimulus, immunofluorescence. AID 802, 2007. HUVEC TNFa-induced VCAM-1 immunofluorescence, high-content imaging. inhibition, % at 2 µM. 95,000 tested, 0.48% active;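 active = inhibition above the batch mean plus 3 SD, with images confirmed as a hit by eye, cut at about 37% in these data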;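 note: 0% = TNF-stimulated DMSO wells and 100% = unstimulated control wells; not every result past the cut was called active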
H69AR growth 86K = proliferation blockers of H69AR lung cancer cells, primary screen, cell-based, human, 86K library | 85,000 tested, 6% active | viability, % at 10 µM | H69AR lung tumor viability, ATP luminescence, 72 h; hits give low values;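 active = viability at or below 40%; inactive = viability above 40%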;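 note: multidrug resistant small cell line overexpressing MRP-1 efflux transporter; 100% = mean luminescence of untreated control wells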
Pyk2 oligo antag = antagonists of Pyk2 self-association, primary screen, Q293 cells, FERM NanoBiT luminescence, HTS. hits give low values. AID 1347419, 2020. 99,000 tested, 0.83% active. z-score (the deposit names both 25 µM and 10 µM);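 active = Z-score of -3 or lower, scaled per plate to the spread of control and sample wells; inactive = z-score above -3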;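 note: negative z-score means lost luminescence so less FERM oligomerization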
* hit, by the source's call; / = not tested or not shown; [ ] = dose if it differs, or a comment. These rows are one share of the data; rates above refer to the full screens.

SMILES	HUVEC tox IL1B	Lung fibro prol	Smad3 FoxH1 inh	F-actin modifier	TNFa cytotox	HUVEC prolif 384	VCAM1 TNFa inh	H69AR growth 86K	Pyk2 oligo antag
COc1ccc(-c2nc(-c3cccs3)c(-c3cccs3)[nH]2)cc1O	-4.4	100.2	-6.0	-42.9	-32.2	82.6	20.4	46.8	-0.45
CCOC(=O)c1cc(-c2ccc(/C=N\n3cnnc3)o2)ccc1Cl	16.1	102.2	5.1	16.7	-19.1	96.3	-9.2	78.1	0.49
CC(C)NC(=O)Cn1c(SCC(=O)N2CCc3ccccc3C2)nc2ccccc21	/	101.6	3.9	/	/	96.5	/	97.8	0.36
Cc1cc(NCc2ccc3c(c2)OCO3)n2nc(C)nc2n1	/	91.7	-13.9	/	/	91.6	/	97.3	/
O=C(O)c1cccc(CN2C(=O)SC(Nc3ccccc3)C2=O)c1 (stereo not drawn)	/	107.5	6.3	/	/	101.0	/	69.9	-0.39
CCOc1cc(CN2CCN(CCOCCO)CC2)ccc1OC	11.7	100.3	4.4	9.4	-12.0	102.8	-11.5	81.7	-0.1
C#CCn1cc[n+](CC(=O)N(C)C)c1	-6.4	101.7	-2.3	23.3	31.7	99.3	-10.3	104.3	-0.6
CCN(CC)S(=O)(=O)c1ccc(NC2c3ccccc3C(=O)N2Cc2ccco2)cc1 (stereo not drawn)	-16.7	89.1	5.4	1.5	-11.4	89.2	5.5	73.1	/
c1c2c(cc3sc(N4CCOCC4)nc13)OCO2	-4.5	89.5	2.3[fluorescence artefact?]	9.4	72.2	79.2	19.8	81.8	1.23
CCOc1ccc(C(=O)N2CCCCCC2)cc1	9.5	97.9	-1.4	2.2	-1.1	100.0	-4.5	96.8	0
CCCOc1ccc(C(=O)Nn2c(C)nc3ccccc3c2=O)cc1	16.2	99.7	6.2[fluorescence artefact?]	22.9	-8.9	97.4	15.3	98.5	-0.17
COc1ccc(N2C(=O)C3CCCN3C2c2cccc(Br)c2)cc1 (stereo not drawn)	-0.3	96.5	-0.8	11.3	-20.4	101.4	1.4	96.8	/
COc1ccc2[nH]c(C)c(CCN3C(=O)OC(C)(C)C3(C)O)c2c1 (stereo not drawn)	-5.5	94.6	3.9	-18.2	-2.3	103.5	4.3	91.2	/
CCOC(=O)CC(=O)Nc1ccc(C)cc1	/	105.7	7.7	21.8	-9.9	107.6	-2.0	102.3	-0.07
O=C(NCCNC(=O)c1cc(OCC(F)(F)F)ccc1OCC(F)(F)F)Nc1cccc(C(F)(F)F)c1	22.2	/	/	1.9	-11.8	/	24.3	/	-0.22
COc1ccc(NC(=O)COc2ccc(CNCCCN3CCOCC3)cc2OC)cc1	-16.4	/	/	-3.2	-2.4	/	4.4	/	-0.08
Cc1cc(C)n(C(=O)c2cc3ccccc3c(=O)o2)n1	11.2	93.2	3.6	-19.4	-1.1	101.9	-15.6	106.5	2.36
Cc1ccc(S(=O)(=O)N(C)CC(=O)NCc2ccncc2)cc1	-53.2	99.0	-3.1	22.4	-37.4	99.5	11.5	102.3	0.84
COC(=O)c1cccc(-n2nnnc2SCC(=O)Nc2nc3c(s2)CCCC3)c1	-3.3	94.1	-5.1	-35.6	-1.0	100.7	-4.2	91.8	0.97
CC(NC(=O)Nc1ccccc1)C(c1cccs1)N1CCN(C)CC1 (stereo not drawn)	/	100.9	3.1	/	/	105.5	/	106.9	/
Cn1c(NCc2ccco2)nc2ccccc21	-39.0	107.6	4.7	23.0	-25.7	98.5	-5.6	85.3	0
CCOC(=O)c1c(-c2cccc([N+](=O)[O-])c2)csc1NC(=O)C1CC1	0.0	/	/	-0.5	4.4	/	3.6	/	-1.82
CC(C)C(c1nnnn1C1CCCC1)N1CCCc2ccccc21 (stereo not drawn)	21.3	94.5	-8.8	2.5	17.3	112.0	-7.6	95.8	0.96
COc1ccc(Nc2ncc3c(n2)CC(c2ccc(OC)cc2)CC3=O)cc1 (stereo not drawn)	-18.5	106.1	12.2	5.7	-26.0	108.4	22.8	77.7	-1.36
CC(C)(C)c1cc(Br)ccc1OCC(=O)Nc1ncn[nH]1	-6.4	97.8	-3.4	/	-6.8	106.4	-5.3	88.8	-0.06

Part of the list above with just F-actin modifier.
| SMILES | F-actin modifier |
| --- | --- |
| Cn1c(NCc2ccco2)nc2ccccc21 | 23.0 |
| CCOc1cc(CN2CCN(CCOCCO)CC2)ccc1OC | 9.4 |

Further records:
SMILES	HUVEC tox IL1B	Lung fibro prol	Smad3 FoxH1 inh	F-actin modifier	TNFa cytotox	HUVEC prolif 384	VCAM1 TNFa inh	H69AR growth 86K	Pyk2 oligo antag
CC(=O)N1CCC(N(C(=O)Nc2ccc(F)cc2)C2CCCC2)CC1	-40.7	98.4	-1.7	-6.5	-6.3	53.0	-2.7	82.5	/
Cc1ccc(C(=O)NC(C)CCc2ccccc2)cc1[N+](=O)[O-] (stereo not drawn)	5.5	/	/	-2.7	-21.9	/	-36.3	/	1.42
O=C(Nc1nc(N2C(=O)c3ccccc3C2=O)n(-c2ccccc2)n1)c1ccc(F)cc1	-1.3	97.0	-0.6	1.4	-9.4	93.4	3.5	81.2	0.89
CCn1c(CNC(=O)Cc2ccc(OC)cc2)nnc1SCC(=O)c1ccc(Br)cc1	-0.8	94.1	11.0[fluorescence artefact?]	3.3	-17.0	98.0	-9.5	103.8	-0.21
CCC1Oc2ccc(C)cc2N(CC(=O)N(Cc2ccc3c(c2)OCO3)CC2CCCO2)C1=O (stereo not drawn)	-2.7	104.5	4.8	5.2	-42.7	95.6	-6.2	50.3	-0.94
O=C(c1ccc(CS(=O)(=O)c2ccc(Br)cc2)o1)N1CCN(c2ncccn2)CC1	5.7	98.0	0.5	-1.4	-25.7	106.2	4.7	89.2	/

Of the compounds above, 8 have a halogen.
SMILES	HUVEC tox IL1B	Lung fibro prol	Smad3 FoxH1 inh	F-actin modifier	TNFa cytotox	HUVEC prolif 384	VCAM1 TNFa inh	H69AR growth 86K	Pyk2 oligo antag
CCOC(=O)c1cc(-c2ccc(/C=N\n3cnnc3)o2)ccc1Cl	16.1	102.2	5.1	16.7	-19.1	96.3	-9.2	78.1	0.49
COc1ccc(N2C(=O)C3CCCN3C2c2cccc(Br)c2)cc1 (stereo not drawn)	-0.3	96.5	-0.8	11.3	-20.4	101.4	1.4	96.8	/
O=C(NCCNC(=O)c1cc(OCC(F)(F)F)ccc1OCC(F)(F)F)Nc1cccc(C(F)(F)F)c1	22.2	/	/	1.9	-11.8	/	24.3	/	-0.22
CC(C)(C)c1cc(Br)ccc1OCC(=O)Nc1ncn[nH]1	-6.4	97.8	-3.4	/	-6.8	106.4	-5.3	88.8	-0.06
CC(=O)N1CCC(N(C(=O)Nc2ccc(F)cc2)C2CCCC2)CC1	-40.7	98.4	-1.7	-6.5	-6.3	53.0	-2.7	82.5	/
O=C(Nc1nc(N2C(=O)c3ccccc3C2=O)n(-c2ccccc2)n1)c1ccc(F)cc1	-1.3	97.0	-0.6	1.4	-9.4	93.4	3.5	81.2	0.89
CCn1c(CNC(=O)Cc2ccc(OC)cc2)nnc1SCC(=O)c1ccc(Br)cc1	-0.8	94.1	11.0[fluorescence artefact?]	3.3	-17.0	98.0	-9.5	103.8	-0.21
O=C(c1ccc(CS(=O)(=O)c2ccc(Br)cc2)o1)N1CCN(c2ncccn2)CC1	5.7	98.0	0.5	-1.4	-25.7	106.2	4.7	89.2	/
